# Cdc42 wt GTP: human Cdc42 wildtype GTP binding change, either direction. P60953. GST-Cdc42 beads, Bodipy-GTP binding, flow cytometry; actives lie on both sides. percent activity (GTP binding), % at 10 µM. hit rate 0.2% among 190,000. AID 761;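 active = percent activity GTP binding at least 20 points away from the 100% baseline, either down as inhibitor or up as activator; inconclusive = compound flagged as likely green fluorescent from well-wide comparison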;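 also: median bead fluorescence of bound Bodipy-FL-GTP at 100 nM; 0% = excess unlabeled GTP control and 100% = no compound control; below 100% means less GTP binding so inhibitor and above means activator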
# Target sequence (P60953 whole entry, looked up): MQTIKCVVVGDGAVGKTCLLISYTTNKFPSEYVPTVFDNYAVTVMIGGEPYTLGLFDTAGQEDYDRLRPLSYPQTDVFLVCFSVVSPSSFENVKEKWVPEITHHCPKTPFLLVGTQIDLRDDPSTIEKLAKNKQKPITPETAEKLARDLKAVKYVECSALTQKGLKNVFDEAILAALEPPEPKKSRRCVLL
# Rab2A wt mod: changes GTP binding to wildtype dog Rab2A, up or down; GST-Rab2 wt beads, Bodipy-GTP binding, flow cytometry; GTP binding activity, % at 10 µM; hit rate 0.19% among 190,000; P61105;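 active = GTP binding activity at least 20 points away from 100%, either lowered or raised; inconclusive = signal likely due to the compound's own green fluorescence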;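 also: 0% = beads with excess unlabeled GTP and 100% = no-compound control corrected for plate trend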
# Bcl-2 Bim block: human Bim-Bcl-2 interaction inhibition | P10415 | Bead-based flow cytometry, Bim peptide-Bcl-2 binding | inhibition, % at 10 µM | hit rate 0.06% among 190,000; in the data active = inhibition above about 40%; inconclusive = no clear call, values can overlap the other calls;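 also: 0% = no compound wells with probe peptide and 100% = reference peptide inhibitor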
# Target sequence (P10415 whole entry, looked up): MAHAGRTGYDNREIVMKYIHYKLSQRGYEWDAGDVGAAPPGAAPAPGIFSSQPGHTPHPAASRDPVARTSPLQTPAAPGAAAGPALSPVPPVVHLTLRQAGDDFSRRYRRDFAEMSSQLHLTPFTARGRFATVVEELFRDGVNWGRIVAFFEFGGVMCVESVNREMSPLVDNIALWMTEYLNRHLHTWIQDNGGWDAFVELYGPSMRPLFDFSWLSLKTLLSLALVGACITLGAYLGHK
# HRas wt GTP: human HRas wildtype GTP binding, change in either direction; GST-Ras wt beads, Bodipy-FL-GTP binding, flow cytometry; actives lie on both sides; GTP binding activity, % at 10 µM; hit rate 0.14% among 190,000; AID 759;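 active = GTP binding activity at least 20% away from the 100% baseline, either lowered as inhibitor or raised as activator; inconclusive = flagged as likely green fluorescent, judged across all proteins in the well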;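 also: 0% = unlabeled GTP competition control and 100% = no-compound control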
# Target sequence (P01112 whole entry, looked up): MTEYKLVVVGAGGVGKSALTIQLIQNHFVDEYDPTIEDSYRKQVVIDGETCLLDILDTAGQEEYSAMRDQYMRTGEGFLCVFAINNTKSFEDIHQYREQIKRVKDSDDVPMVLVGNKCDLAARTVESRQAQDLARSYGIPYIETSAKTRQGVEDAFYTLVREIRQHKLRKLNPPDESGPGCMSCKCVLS
# Bim-Bcl-XL: disrupts Bim peptide binding to human Bcl-XL; Q07817; inhibition, % at 10 µM; hit rate 0.04% among 190,000; bead flow cytometry, fluorescence
# Target sequence (Q07817 whole entry, looked up): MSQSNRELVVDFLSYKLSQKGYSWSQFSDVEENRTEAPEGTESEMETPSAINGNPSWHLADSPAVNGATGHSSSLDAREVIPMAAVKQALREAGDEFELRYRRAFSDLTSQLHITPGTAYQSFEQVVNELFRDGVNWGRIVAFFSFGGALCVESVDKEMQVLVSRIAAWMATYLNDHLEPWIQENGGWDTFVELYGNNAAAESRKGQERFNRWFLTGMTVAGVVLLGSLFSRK
# Rab7 wt modul: modulators of GTP binding to dog Rab7 wildtype GTPase | AID 758 | GTP binding activity (percent of control), % at 10 µM | hit rate 0.055% among 190,000 | GST-Rab7 beads, fluorescent GTP binding, flow cytometry; actives lie on both sides; untreated = 100%, excess cold GTP = 0%;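 active = fluorescent GTP binding to Rab7 beads changed by at least 20 points from the 100% baseline, either direction, mostly lower; inconclusive = compound itself probably fluorescent, or too few beads counted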;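 also: median green fluorescence of bound Bodipy-FL-GTP per Rab7 bead population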
# Bcl-W Bim block: inhibitors of Bim-Bcl-W interaction, human | Q92843 | bead-based flow cytometry, Bim peptide-Bcl-W binding | inhibition, % at 10 µM | hit rate 0.02% among 190,000 | AID 952;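 also: 0% = bound tracer without compound and 100% = peptide blocker; higher means less fluorescent Bim peptide bound to Bcl-W beads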
# Rac1 wt GTP bind: modulators of human Rac1 wildtype GTP binding. hit rate 0.27% among 190,000. GST-Rac1 beads, fluorescent GTP binding, flow cytometry; actives lie on both sides; 0 = cold GTP competed, 100 = untreated. AID 757. GTP binding activity (% of control), % at 10 µM;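 active = GTP binding activity at least 20 points away from the 100% control level, either lower or higher; inconclusive = compound flagged as likely green fluorescent, judged across all proteins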
# Bfl-1 Bim block: inhibitors of Bim-Bfl-1 interaction, human. Q16548. Bead-based flow cytometry, Bim-Bfl-1 binding inhibition. inhibition, % at 10 µM. hit rate 0.12% among 190,000. AID 1008;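 also: 0% = wells without compound plus tracer and 100% = blocker peptide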
# Rac1 mut GTP: alters GTP binding to activated mutant human Rac1; GST-Rac1 activated beads, fluorescent GTP binding, flow cytometry; actives lie on both sides; 100% means binding = to untreated wells; percent activity (GTP binding), % at 10 µM; hit rate 0.11% among 190,000;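 active = GTP binding at least 20 percentage points away from the 100% baseline, in either direction, so actives lie on both sides; inconclusive = Compound likely fluorescent itself, or too few beads counted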
# Bcl-B Bim block: inhibitors of Bim-Bcl-B interaction, human | bead-based flow cytometry, Bim peptide-Bcl-B binding | inhibition, % at 10 µM | AID 951 | Q9HD36 | hit rate 0.073% among 190,000;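 also: 0% = tracer peptide without compound and 100% = reference inhibitor peptide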
# Target sequence (Q9HD36 whole entry, looked up): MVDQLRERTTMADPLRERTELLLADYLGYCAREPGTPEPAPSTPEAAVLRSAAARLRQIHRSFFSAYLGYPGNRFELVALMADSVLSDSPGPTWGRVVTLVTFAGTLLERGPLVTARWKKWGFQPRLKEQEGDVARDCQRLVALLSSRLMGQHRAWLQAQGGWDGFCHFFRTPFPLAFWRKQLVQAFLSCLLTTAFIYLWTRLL
# * marks the source's active call; other numbers are inactive results; ? = inconclusive. Rule as the data show it, unless noted: active = inhibition above about 40%.
SMILES,Cdc42 wt GTP,Rab2A wt mod,Bcl-2 Bim block,HRas wt GTP,Bim-Bcl-XL,Rab7 wt modul,Bcl-W Bim block,Rac1 wt GTP bind,Bfl-1 Bim block,Rac1 mut GTP,Bcl-B Bim block
OC(CNCC1CCCO1)COc1ccc(OCC(O)CNCC2CCCO2)cc1 (stereo not given),102.0,102.0,-3.0,101.0,-7.0,103.0,-4.0,105.0,-5.0,98.0,-7.0
Cc1ccc(C(=O)Nc2ccc3nccnc3c2)cc1,90.0,99.0,-5.0,100.0,-17.0,101.0,3.0,101.0,-15.0,93.0,-4.0
CCOC(=O)C1(Cc2cccc(OC)c2)CCN(Cc2ccc(OC)c(OC)c2)CC1,99.0,98.0,0.0,94.0,4.0,100.0,3.0,97.0,-2.0,97.0,2.0
O=C(Cc1ccc(F)cc1)Nc1nnc(SCC(=O)N2CCCCC2)s1,96.0,96.0,0.0,97.0,-1.0,103.0,0.0,99.0,-2.0,94.0,-2.0
COc1ccc(S(=O)(=O)NN(C)C)cc1N(C)S(=O)(=O)c1ccc(Cl)cc1,100.0,99.0,-2.0,99.0,-4.0,99.0,-4.0,100.0,0.0,98.0,-4.0
COc1ccccc1NCc1ccc([N+](=O)[O-])s1,102.0,100.0,-1.0,100.0,-10.0,97.0,-4.0,103.0,0.0,98.0,-6.0
N#Cc1c(N)nc2c(c1N)CC(CCl)O2 (stereo not given),?,?,2.0,?,5.0,?,4.0,?,2.0,?,5.0
Cc1csc(NC(=O)CSc2ncc(-c3ccccc3)[nH]2)n1,103.0,102.0,-8.0,99.0,-9.0,102.0,-4.0,105.0,-3.0,99.0,0.0
CC(C)(C)C(=O)COC(=O)C1CC(=O)N(c2ccccc2)C1 (stereo not given),95.0,92.0,0.0,95.0,4.0,95.0,0.0,99.0,-1.0,96.0,2.0
COC(=O)[C@H](Cc1ccccc1)NC(=O)NCc1cccs1,104.0,106.0,-10.0,103.0,-4.0,105.0,-1.0,113.0,-8.0,101.0,-9.0
CCCCC(=O)Nc1cc([N+](=O)[O-])ccc1Cl,103.0,97.0,-1.0,100.0,-1.0,100.0,-2.0,105.0,-2.0,99.0,-2.0
COc1cc(OC)cc(C(=O)N[C@H](C(=O)OCC(=O)Nc2ccc(C)cc2C)C(C)C)c1,99.0,98.0,-2.0,99.0,-4.0,101.0,-1.0,104.0,0.0,99.0,-5.0
O=c1c2ccccc2nnn1CSc1nnc(COc2ccc(Cl)cc2)n1Cc1ccco1,103.0,99.0,-1.0,102.0,-1.0,98.0,-1.0,102.0,-2.0,100.0,-3.0
Cc1ccccc1C1CC(=O)NC2=C1C(=O)CCC2 (stereo not given),101.0,101.0,-8.0,101.0,-6.0,97.0,0.0,108.0,-15.0,100.0,-9.0
COc1ccc(S(=O)(=O)NCC2CCCN(C(=O)c3ccccc3)C2)cc1 (stereo not given),97.0,98.0,-1.0,98.0,-1.0,101.0,0.0,101.0,-6.0,98.0,-2.0
CCC(CC)C(=O)N1CC(=O)Nc2ccc(Br)cc2C1c1ccccc1 (stereo not given),106.0,105.0,-8.0,105.0,-4.0,100.0,1.0,112.0,-11.0,102.0,-7.0
CCOC(=O)C1(C(=O)OCC)C(c2ccccc2)CC(O)N1C(C)=O (stereo not given),96.0,97.0,-2.0,97.0,-1.0,95.0,0.0,101.0,-3.0,94.0,-8.0
COc1ccc(NC(=O)CSc2nnc(CCC(=O)Nc3ccc(C)c(Cl)c3)n2C)cc1,98.0,98.0,-7.0,98.0,-3.0,99.0,0.0,99.0,-7.0,97.0,-7.0
CC(C)c1cccc(C(C)C)c1NC(=O)COC(=O)c1ccc(OCC(=O)Nc2cccc(C(F)(F)F)c2)cc1,95.0,95.0,0.0,99.0,-2.0,100.0,0.0,103.0,-1.0,97.0,-3.0
C=CCn1c(CC(C)(C)C)nc2ccccc21,98.0,98.0,-3.0,97.0,-4.0,97.0,-3.0,100.0,-6.0,97.0,-5.0
CC(=O)c1ccc(NC2c3ncccc3C(=O)N2Cc2ccc(F)cc2)cc1 (stereo not given),105.0,104.0,-3.0,102.0,-1.0,105.0,0.0,103.0,-2.0,98.0,3.0
COc1cc(C(=O)Nc2ccc(C#N)cc2)c([N+](=O)[O-])cc1OC,95.0,93.0,0.0,95.0,0.0,97.0,2.0,98.0,0.0,95.0,-3.0
O=C1C2C3CCCC3=C3CCCC3C2C(=O)N1c1cccc(Cl)c1 (stereo not given),?,?,-1.0,?,-1.0,?,0.0,?,-1.0,?,-1.0
CN(CCC#N)S(=O)(=O)c1ccc2[nH]cc(C(=O)NCCc3ccccc3)c(=O)c2c1,99.0,92.0,2.0,100.0,0.0,98.0,0.0,102.0,1.0,98.0,-6.0
CC(C)(C)c1ccc(C(=O)NC(Cc2ccccc2)C(=O)O)cc1 (stereo not given),95.0,96.0,-2.0,98.0,-1.0,96.0,-1.0,95.0,-2.0,95.0,0.0

# One compound at a time (already shown). Screens in order: Cdc42 wt GTP, Rab2A wt mod, Bcl-2 Bim block, HRas wt GTP, Bim-Bcl-XL, Rab7 wt modul, Bcl-W Bim block, Rac1 wt GTP bind, Bfl-1 Bim block, Rac1 mut GTP, Bcl-B Bim block
# COC(=O)[C@H](Cc1ccccc1)NC(=O)NCc1cccs1 as listed: 104.0, 106.0, -10.0, 103.0, -4.0, 105.0, -1.0, 113.0, -8.0, 101.0, -9.0
# COc1cc(OC)cc(C(=O)N[C@H](C(=O)OCC(=O)Nc2ccc(C)cc2C)C(C)C)c1 as listed: 99.0, 98.0, -2.0, 99.0, -4.0, 101.0, -1.0, 104.0, 0.0, 99.0, -5.0

# The results go on.
SMILES,Cdc42 wt GTP,Rab2A wt mod,Bcl-2 Bim block,HRas wt GTP,Bim-Bcl-XL,Rab7 wt modul,Bcl-W Bim block,Rac1 wt GTP bind,Bfl-1 Bim block,Rac1 mut GTP,Bcl-B Bim block
COc1cc(N2CCOCC2)ncn1,?,?,0.0,?,-1.0,?,2.0,?,0.0,?,0.0
COc1ccc(NC(=S)N(CCc2nc3cc(C)c(C)cc3[nH]2)Cc2cccnc2)cc1,103.0,99.0,-3.0,101.0,-2.0,96.0,1.0,99.0,1.0,97.0,-10.0
COC(=O)c1cc(C(=O)Nc2cccc(C)n2)cc([N+](=O)[O-])c1,98.0,97.0,0.0,99.0,2.0,97.0,-3.0,96.0,0.0,94.0,0.0
COc1cc(CNn2cn[nH]c2=S)cc(Br)c1OCc1ccccc1F,94.0,98.0,1.0,97.0,-4.0,106.0,3.0,98.0,6.0,93.0,-35.0
O=C1CC(c2ccco2)CC(O)=C1C=NCC1CCNCC1 (stereo not given),102.0,100.0,-7.0,101.0,-10.0,99.0,-4.0,102.0,-9.0,97.0,-3.0
CSC1=C(C#N)C(c2sccc2C)CC(=O)N1 (stereo not given),97.0,98.0,0.0,99.0,1.0,102.0,3.0,100.0,-2.0,95.0,-3.0
CS(=O)(=O)c1ccc(C(=O)NCc2ccccc2F)cc1,94.0,100.0,-2.0,98.0,0.0,104.0,0.0,102.0,0.0,99.0,-1.0
CCOc1ccc(N2C(=O)CC(N3CCC(NC(=O)Nc4ccccc4)CC3)C2=O)cc1 (stereo not given),104.0,104.0,-6.0,102.0,-3.0,99.0,-1.0,109.0,-16.0,104.0,-11.0
Cn1cccc1Cc1nnc(SCC(=O)NCc2ccco2)n1CCc1ccccc1,103.0,102.0,-11.0,100.0,-9.0,102.0,-3.0,103.0,-16.0,98.0,-10.0
CC(/C=C/C=C/c1ccccc1)=N/NC(=O)CNc1ccccc1C,99.0,97.0,-1.0,98.0,-5.0,96.0,-4.0,100.0,-1.0,97.0,-8.0
N/C(Cc1nc(-c2ccc(Br)cc2)cs1)=N\O,95.0,101.0,4.0,96.0,0.0,103.0,1.0,97.0,4.0,95.0,3.0
CCN(Cc1nc(-c2ccc(Cl)cc2)no1)CC1CCCO1 (stereo not given),98.0,96.0,0.0,96.0,-6.0,97.0,-4.0,97.0,-7.0,92.0,-11.0
COc1ccc(-c2oc3c(OC)c(OC)c(OC)c(O)c3c(=O)c2OC)cc1OC,?,?,-3.0,?,-2.0,?,-1.0,?,-4.0,?,-6.0
CC1=C(C(=O)OCc2ccccc2)C(c2ccc(C#N)cc2)NC(=O)N1CCCC(=O)O (stereo not given),104.0,101.0,1.0,99.0,-1.0,97.0,-3.0,107.0,-2.0,99.0,-6.0
CC(NC(=O)/C(=C\c1cccc([N+](=O)[O-])c1)NC(=O)c1ccco1)C(=O)O (stereo not given),99.0,97.0,-5.0,97.0,-2.0,96.0,-5.0,100.0,-5.0,98.0,-2.0
CCOc1ccc(S(=O)(=O)Nc2ccc(S(=O)(=O)Nc3cc(OC)ccc3OC)cc2)cc1,100.0,101.0,-2.0,101.0,-6.0,102.0,-2.0,104.0,-2.0,99.0,-2.0
O=C(C(c1ccccc1)c1ccccc1)N1CCOCC1,104.0,104.0,-2.0,103.0,1.0,96.0,-1.0,104.0,-1.0,102.0,0.0
O=S(=O)(c1ccc(Cl)cc1)N1CCCC(C(F)(F)F)C1 (stereo not given),97.0,98.0,-1.0,97.0,-4.0,106.0,-4.0,97.0,-5.0,93.0,-6.0
COc1ccc(C(C)(C)C)cc1NC(=O)COC(=O)C(C)C,96.0,98.0,-2.0,96.0,0.0,96.0,-2.0,97.0,-11.0,97.0,-4.0
O=C(CCCc1nc2ccccc2s1)Nc1ccc(N2CCOCC2)cc1,97.0,99.0,2.0,98.0,-1.0,96.0,-1.0,101.0,3.0,97.0,3.0
COC(=O)c1cc(NC(=O)Cc2cc(OC)c(OC)c(OC)c2)cc(C(=O)OC)c1,95.0,94.0,1.0,94.0,0.0,93.0,3.0,97.0,-2.0,93.0,1.0
C/C(CC(=O)NC(C)(C)C)=N\NC(=O)c1ccco1,102.0,103.0,-4.0,104.0,-3.0,104.0,-4.0,106.0,-26.0,103.0,-5.0
Cc1ccc(-c2nnc(-c3ccccc3)o2)cc1,101.0,99.0,3.0,100.0,0.0,98.0,4.0,104.0,1.0,99.0,1.0
COc1ccc(CNc2nc(NCc3ccc(OC)c(OC)c3)n(C(=O)c3cccs3)n2)cc1OC,105.0,101.0,-7.0,101.0,0.0,100.0,5.0,104.0,-16.0,102.0,-2.0
CCOc1ccc(N2CC(C(=O)NCc3cccc(C)c3)CC2=O)cc1 (stereo not given),104.0,102.0,0.0,106.0,0.0,107.0,0.0,102.0,-3.0,100.0,-2.0
CCOC(=O)C1=C(O)C(Nc2nccs2)(C(F)(F)F)N=C1C (stereo not given),106.0,105.0,-2.0,104.0,-2.0,98.0,-3.0,103.0,-1.0,102.0,-4.0
COc1ccc(S(=O)(=O)N2CCN(C(=O)CCC3CCCC3)CC2)cc1,97.0,96.0,-8.0,98.0,-7.0,98.0,-4.0,97.0,-17.0,96.0,-9.0
CN1C(=O)NC(NS(=O)(=O)c2ccc(N)cc2)(C(F)(F)F)C1=O (stereo not given),96.0,100.0,-2.0,101.0,-2.0,105.0,-4.0,97.0,-3.0,97.0,-5.0

# Compound activity (PubChem)
